OXTR potentiate = human OXTR potentiators, primary screen, fluorescence, CHO-OTR cells, Fluo-8 calcium; Fluo-8 calcium fluorescence, potentiator mode; 0% = oxytocin EC15, 100% = EC100; activation, % at 3 µM; 320,000 compounds, 0.061% hits;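 active means activation above that plate's cutoff, the mean activation of tested compounds plus 3 SD, cut at about 6.6% in these data, passing the limit was not always enough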;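 further: 100% uses oxytocin at 75 nM as the full agonist control; some results filed as inactive read as strong as hits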
Target sequence (P30559 whole entry, looked up): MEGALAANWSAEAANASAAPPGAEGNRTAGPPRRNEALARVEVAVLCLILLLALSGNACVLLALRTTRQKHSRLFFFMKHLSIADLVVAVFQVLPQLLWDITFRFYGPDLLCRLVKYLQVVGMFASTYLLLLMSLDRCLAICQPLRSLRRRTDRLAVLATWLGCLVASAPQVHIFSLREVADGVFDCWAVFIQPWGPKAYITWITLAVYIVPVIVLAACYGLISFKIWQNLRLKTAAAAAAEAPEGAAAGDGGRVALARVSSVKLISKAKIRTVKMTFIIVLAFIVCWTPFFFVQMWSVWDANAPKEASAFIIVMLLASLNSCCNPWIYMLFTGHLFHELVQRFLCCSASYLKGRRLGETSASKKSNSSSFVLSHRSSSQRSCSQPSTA
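assay system = CHO-OTR cells, human receptor | schedule = compound 6 min at room temperature before oxytocin, 100 s read | detection = Fluo-8 intracellular calcium fluorescence, ex 470-495, em 515-575 nm | evaluation = normalized max/min fluorescence ratio, % activation | control set = EC15 oxytocin alone as 0%, 75 nM oxytocin (EC100) as 100%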
CHO-K1 Ca PAM = nonselective calcium activators in parental CHO-K1 cells, primary screen, counter-screen for M1 PAM project, cell-based, Fluo-8 calcium fluorescence, full deck, 1536-well; ATP EC20; 0% at ATP EC20, 100% at ATP max; activation, % at 3 µM; 360,000 compounds, 0.02% hits;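 active means activation above the run cutoff, the mean activation of all test compounds plus 3 SD, cut at about 40% in these data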;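 further: peak over basal fluorescence ratio in a 140 s read after ATP addition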
CHO-K1 Ca ag = counter-screen for M1 agonists: effect in parental CHO-K1 cells; Fluo-8 calcium fluorescence; scaled to maximal ATP response, vehicle zero; activation, % at 3 µM; 360,000 compounds, 0.48% hits; AID 602248, 2012; in the data active means activation above about 15%;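 further: untransfected CHO-K1 host cells lacking M1 receptor as counterscreen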
V1aR counter = agonists of human V1a receptor, primary screen, counter-screen for OXTR agonist project, fluorescence, CHO-V1R cells | 320,000 compounds, 0.25% hits | activation, % at 3 µM | Fluo-8 calcium fluorescence, agonist mode; 0% DMSO, 100% 3 nM vasopressin | Vasopressin V1a receptor (Homo sapiens), P37288;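 active means activation above the mean activation of all tested compounds plus 3 SD, per screening run, cut at about 20% in these data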;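 further: signal is peak over basal fluorescence ratio across a 100 second FLIPR read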
CHO parental Ca = ATP-evoked calcium signal inhibitors, parental CHO, primary screen, counter-screen for OX1R antagonist project, cell-based, fluorescence, Fluo-8 calcium dye; parental CHO-K1, ATP-induced calcium, Fluo-8 fluorescence; inhibition, % at 5.6 µM; 330,000 compounds, 0.63% hits; AID 463079, 2010;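 active means inhibition above that plate's mean sample inhibition plus 3 SD, cut at about 26% in these data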;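 further: 0% = ATP-challenged DMSO wells and 100% = DMSO wells without ATP; some compounds past the cut are filed as inactive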
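Material – parental CHO cells · Reagent – ATP stimulus · Compound – single nominal dose of 5.6 µM per compound · Detection – Fluo-8 fluorescence · Read-out basis – percent inhibition of calcium signal · Controls – ATP-challenged DMSO wells low, unchallenged DMSO wells high · Repeats – no replicates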
TAAR1 antagonist = human TAAR1 antagonists, primary screen, Fluo-8 calcium fluorescence, CHO RD-HGA16 cells. Trace amine-associated receptor 1 (Homo sapiens), Q96RJ0. antagonist. inhibition, % at 3 µM. 360,000 compounds, 1.5% hits. AID 624466, 2012;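 active means inhibition above a per-plate cutoff, the mean inhibition of test compounds on that plate plus 3 SD, cut at about 49% in these data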;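 further: 0% = DMSO plus EC80 beta-PEA response and 100% = DMSO alone without agonist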
Target sequence (Q96RJ0 whole entry, looked up): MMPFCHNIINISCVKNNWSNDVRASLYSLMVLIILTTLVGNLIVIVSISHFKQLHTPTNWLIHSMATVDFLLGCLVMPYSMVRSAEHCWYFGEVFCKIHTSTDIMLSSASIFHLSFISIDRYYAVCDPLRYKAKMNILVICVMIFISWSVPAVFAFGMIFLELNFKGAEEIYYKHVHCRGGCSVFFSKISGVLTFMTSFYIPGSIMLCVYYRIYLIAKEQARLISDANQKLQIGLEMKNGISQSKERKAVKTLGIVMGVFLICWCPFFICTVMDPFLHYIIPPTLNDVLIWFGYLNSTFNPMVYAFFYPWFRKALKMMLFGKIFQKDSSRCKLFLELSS
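Material: CHO RD-HGA16 cells bearing hTAAR1; compound dosing: one-point dosing, 3 µM nominal final; schedule: dye loading 75 min at 37 °C, then 30 min room temperature; measured by: calcium fluorescence with Fluo-8; control set: vehicle and agonist controls; replication: n of 1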
GPR7 antag = GPR7 receptor antagonists, primary screen, cell-based, fluorescence, single concentration | 290,000 compounds, 1.1% hits | Neuropeptides B/W receptor type 1 (Homo sapiens), P48145 | AID 1861, 2009 | GPR7-expressing cells, fluorescence antagonist assay | inhibition, % at 4.4 µM; in the data active means inhibition above about 16%, passing the limit was not always enough;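 further: cells stimulated with the agonist NPW; 0% = agonist with vehicle and 100% = vehicle without agonist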
Target sequence (P48145 whole entry, looked up): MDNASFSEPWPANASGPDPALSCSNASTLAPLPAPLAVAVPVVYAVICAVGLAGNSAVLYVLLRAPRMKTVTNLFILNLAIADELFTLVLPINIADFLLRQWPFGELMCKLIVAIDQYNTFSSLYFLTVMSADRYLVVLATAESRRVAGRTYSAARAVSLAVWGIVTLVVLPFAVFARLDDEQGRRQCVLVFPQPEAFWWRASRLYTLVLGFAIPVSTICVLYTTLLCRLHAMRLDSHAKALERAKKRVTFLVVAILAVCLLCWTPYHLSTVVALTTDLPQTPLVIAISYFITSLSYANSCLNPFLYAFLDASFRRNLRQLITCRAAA
CHO-K1 Ca antag = M1 antagonist counterscreen hit in parental CHO-K1 cells; ATP-induced calcium, Fluo-8 fluorescence; inhibition, % at 3 µM; 360,000 compounds, 0.6% hits; AID 602250;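 active means inhibition above a per-plate cutoff, the plate's mean sample inhibition plus 3 SD, cut at about 24% in these data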;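 further: 0% = DMSO plus EC80 ATP and 100% = DMSO alone without ATP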
OXTR ag = human OXTR agonists, primary screen, fluorescence, CHO-OTR cells, Fluo-8 calcium; AID 2435, 2010; Oxytocin receptor (Homo sapiens), P30559; 320,000 compounds, 0.32% hits; activation, % at 3 µM; Fluo-8 calcium fluorescence; normalized: DMSO 0%, oxytocin 100%;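 active means activation above the mean of all tested compounds plus 3 SD, cutoff set per screening run, cut at about 20% in these data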;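 further: peak over basal fluorescence ratio from a 100 s FLIPR kinetic read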
* = called active by the depositor; . = no result given.

Screens in order: OXTR potentiate	CHO-K1 Ca PAM	CHO-K1 Ca ag	V1aR counter	CHO parental Ca	TAAR1 antagonist	GPR7 antag	CHO-K1 Ca antag	OXTR ag
CC(=O)C1=C(O)C(=O)N(Cc2ccco2)C1c1ccccc1 (stereo unspecified)
    -5	12	0.1	-0.7	-1	2	-5	-10	-0.7
Cc1nnc(NC(=O)CSc2nnc(C)n2-c2ccc(F)cc2)s1
    -13	26	-1.1	-0.1	6	7	-6	-13	0.4
COc1ccc(-c2nnc(NC(=O)C3CCCO3)s2)cc1 (stereo unspecified)
    -9	-21	0.2	2.5	0	7	1	13	2.6
Nc1ccc(C(=O)OCC(=O)c2cccc([N+](=O)[O-])c2)cc1
    -11	15	2.8	0.9	2	-4	24	-9	-0.1
CCOc1ccc(CCNC(=O)C2CCC(=O)N2CCc2ccccc2)cc1OCC (stereo unspecified)
    1	4	1.7	-0.2	-12	15	-1	-5	-0.5
Cc1ccc(-n2c(N)c(C(=O)N3CCCCC3)sc2=S)cc1
    -7	-3	0.4	1.1	3	-4	1	2	0.4
CC[n+]1c(-c2ccccc2)csc1Nc1c(C)n(C)n(-c2ccccc2)c1=O
    -11	17	1.7	0.8	-21	-4	-2	-5	-1.0
Cc1ccccc1OCc1nc(-c2ccccc2)no1
    -9	-3	-0.2	0.6	-14	-18	-2	5	-1.9
Cc1cc(Cl)c2cc3ccccc3cc2n1
    -8	8	3.8	-0.2	-2	-19	-6	-7	-1.0
CCOc1cc(N2CCOCC2)c(OCC)cc1NC(=O)c1ccccc1N1CCCC1=O
    .	-3	0.9	.	.	8	.	1	.
CC(C)(C)c1ccc2c(c1)OC(C(=O)N/N=C\c1ccc(-c3cccc(C(=O)O)c3)o1)CO2 (stereo unspecified)
    -1	21	0.4	0.6	-14	28	-5	-12	-0.8
Cc1ccc(NC(=O)CCNS(=O)(=O)c2ccc3c(c2)oc(=O)n3C)c(C)c1
    -1	3	-0.3	-0.3	-19	.	-9	-5	0.0
CCOc1ccccc1NC(=O)CN(c1ccc(OC)cc1)S(=O)(=O)c1c(C)noc1C
    -6	-3	-0.3	0.5	-18	-2	-13	1	0.1
CS(=O)(=O)c1ccc(-c2sc3ccccc3c2C#CCCO)cc1
    -4	14	3.7	9.7	15	54*	.	-5	7.2
O=C(CCl)NCCN1C(=O)S/C(=C\c2cccnc2)C1=O
    -10	-4	0.0	-0.5	6	3	0	-5	-0.2
CCCn1c(SCC(=O)NC(=O)NCc2ccccc2)n[nH]c1=O
    -4	6	0.3	0.3	-2	-25	.	-13	0.8
CC(C)(C)OC(=O)NCc1ccc(NC(=O)c2nc[nH]c2C(=O)NCCN(CCNC(=O)c2[nH]cnc2C(=O)Nc2ccc(CNC(=O)OC(C)(C)C)cc2)CCNC(=O)c2[nH]cnc2C(=O)Nc2ccc(CNC(=O)OC(C)(C)C)cc2)cc1
    -7	-10	-0.1	2.0	1	12	.	-4	3.3
COCCCNC(=O)c1ccc2sc([C@@H]3O[C@H](CO)[C@H](O)[C@H](O)[C@H]3O)nc2c1
    .	-16	-0.2	.	.	-24	.	20	.
O=C(CSc1nnc(-c2ccc(O)cc2)n1Cc1ccccc1)NNC(=O)c1ccc(Br)cc1
    -6	9	0.3	-0.2	-18	11	-10	-1	-0.9
O=C(Nc1cccc(F)c1)N1C2CCC1CC(O)(c1cccnc1)C2 (stereo unspecified)
    -4	-8	0.4	-0.7	-8	-8	-4	-9	0.6
CC(C)[C@H](NC(=O)[C@@H]1CSC2c3ccccc3C(=O)N21)C(=O)NCc1ccncc1 (stereo partly specified)
    -5	9	2.8	-0.4	0	-3	-5	-6	-0.6
COc1ccc(C2=NS(=O)(=O)N(C)C(C(=O)N3CCCCC3)=C2)cc1
    -1	18	1.5	2.7	-6	-10	5	-7	0.5
COc1ccc(OC)c(CN2C(=O)CCC2(C)c2nnnn2Cc2ccccc2)c1 (stereo unspecified)
    .	23	0.4	.	.	-20	.	-22	.
Cc1ccccc1Oc1cccc(C(=O)/C(C#N)=C/N(C)C)c1
    -1	17	0.6	0.7	-1	3	-2	-14	0.7
O=C(NC(=S)Nc1nc(-c2ccccc2)cs1)c1cccs1
    -4	20	0.3	1.4	7	11	-2	-8	1.5
CC(=O)c1ccc(Cc2ccc(C(C)=O)s2)s1
    .	1	0.4	.	.	-6	.	8	.
C=CCN1N=C(c2ccc(NC(=O)c3ccccc3)cc2)CSC1=O
    -3	-6	0.9	1.6	47*	10	3	-20	-1.3
CN(C)S(=O)(=O)c1ccc(C(=O)N2CCCC2c2nc3ccccc3s2)cc1 (stereo unspecified)
    -23	11	-0.2	-0.6	-1	-16	6	3	-3.0
S=c1[nH]nc(Cc2ccccc2)n1-c1ccccc1
    -7	21	0.5	0.0	6	5	-17	-6	0.2
CCOC(=O)N1CCC(NC(=O)c2cc3c(C)nc4ccccc4c3o2)CC1
    -2	6	2.2	1.0	-11	-2	0	3	-0.1
CCOc1ccc(CN2CCN(Cc3cc4ccccc4[nH]3)CC2CCO)cc1 (stereo unspecified)
    .	-10	2.7	.	.	38	13	6	.
N#Cc1ccc(-c2nc3cc(Cl)ccc3c(=O)n2O)cc1
    -10	12	0.3	0.4	2	-7	2	-6	-0.3
COc1ccc(-n2c(C)cc(/C=C3\C(=N)N4N=C(CC(=O)N5CCOCC5)SC4=NC3=O)c2C)c(OC)c1
    -6	7	-0.3	0.3	-3	-15	5	-6	-0.8
CCOc1ccc2c(=O)c(Oc3ccccc3OCC)coc2c1
    4	-5	-0.1	-0.9	-7	-12	-2	7	-1.1
O=C(NN1CC(C(=O)OCc2ccc(Br)cc2)CC1=O)c1ccccc1 (stereo unspecified)
    -5	-11	6.7	8.2	-11	-19	-13	-3	1.2
CCOC(=O)C1(C)CCN1C(=O)c1ccccc1Br (stereo unspecified)
    .	9	0.1	.	.	3	.	-5	.
N/C(=N\OC(=O)C12CC3CC(CC(C3)C1)C2)c1ccncc1
    5	14	0.5	-0.5	-13	-13	-16	-3	-2.0
O=C(NC1CCCCC1)C(c1ccccn1)N(C(=O)c1csnn1)C1CC1 (stereo unspecified)
    -10	15	5.1	1.0	-7	-6	-9	-4	-1.0
Cn1ncc([N+](=O)[O-])c1C(=O)Nc1ccccc1C#N
    .	-5	0.0	.	.	-9	.	-2	.
CCCCc1nc(SCC(=O)Nc2nnc(CCCC)s2)n[nH]1
    -10	12	1.6	-0.7	-3	8	-4	-12	0.6

Single records (already shown):
`CCOc1ccc(CN2CCN(Cc3cc4ccccc4[nH]3)CC2CCO)cc1` (stereo unspecified) across the screens: OXTR potentiate = .; CHO-K1 Ca PAM = -10; CHO-K1 Ca ag = 2.7; V1aR counter = .; CHO parental Ca = .; TAAR1 antagonist = 38; GPR7 antag = 13; CHO-K1 Ca antag = 6; OXTR ag = .
`CCOc1ccc2c(=O)c(Oc3ccccc3OCC)coc2c1` across the screens: OXTR potentiate = 4; CHO-K1 Ca PAM = -5; CHO-K1 Ca ag = -0.1; V1aR counter = -0.9; CHO parental Ca = -7; TAAR1 antagonist = -12; GPR7 antag = -2; CHO-K1 Ca antag = 7; OXTR ag = -1.1

Additional results:
Screens in order: OXTR potentiate	CHO-K1 Ca PAM	CHO-K1 Ca ag	V1aR counter	CHO parental Ca	TAAR1 antagonist	GPR7 antag	CHO-K1 Ca antag	OXTR ag
O=C(CCSCc1ccc(Cl)cc1)NCc1cccs1
    -1	9	1.1	-2.0	-17	-5	-13	-8	-2.1
O=C(Nc1ccccc1N1CCOCC1)c1cc2c(s1)CCCCC2
    7	7	0.0	3.6	-7	-7	-19	-8	-0.8
CC(OC(=O)c1ccco1)C(=O)NC1CCCC1 (stereo unspecified)
    -8	-7	0.2	-1.6	-9	-14	-5	-8	0.1
O=C(N/N=C/c1cccs1)c1ccc2ncccc2c1
    1	-4	0.3	1.3	1	14	-5	-12	0.8
N#Cc1ccc(-c2cccnc2)nc1SCC(N)=O
    2	-6	-0.3	0.3	-7	-4	-15	6	-0.9
COc1ccccc1NC(=O)/C(N=Nc1ccc(C)c(S(=O)(=O)Nc2ccccc2Cl)c1)=C(\C)O
    -8	11	0.7	1.5	-10	-12	.	-13	0.8
Cn1c(SCC(=O)c2ccc3c(c2)Cc2ccccc2-3)nnc1-c1cccc(N)c1
    1	-7	5.0	5.1	-30	28	-3	2	0.0
CCc1noc(C)c1C(=O)N(C)CC(=O)Nc1ccc(Cl)c(Cl)c1
    -14	-3	3.9	8.8	-3	13	.	-2	4.7
CC1Nc2nc(N(C)C)[nH]c(=O)c2NC1C (stereo unspecified)
    -5	21	-0.2	0.9	4	10	-5	2	0.3
CCOc1ccccc1N1CC(C(=O)Nc2ccc(S(=O)(=O)N3CCCCC3)cc2)CC1=O (stereo unspecified)
    -1	-13	-0.2	0.3	3	10	.	14	0.2
COc1cc2c(cc1OC)C(NC(=O)C(F)(F)F)C/C2=N\O (stereo unspecified)
    -15	15	1.0	0.7	-9	-1	-14	-13	0.5
CCN(CC)CCCNc1ccc2ncn3c4ccc(O)cc4c(=O)c1c23
    .	27	1.4	.	.	-2	.	-13	.
CCO[C@@H]1c2c(ccc3ccc(=O)oc23)OC(C)(C)[C@H]1O
    -7	7	0.5	0.0	-3	5	.	-8	1.1
COC(=O)CNC(=O)CSc1nc2sccc2c(=O)n1-c1ccccc1
    1	-19	0.1	-0.3	-9	5	-13	-1	-0.3
Cc1cc(=O)oc2cc(NC(=O)Cc3ccccc3[N+](=O)[O-])ccc12
    -8	13	1.0	1.0	-8	7	6	-7	0.1
CC(C)c1ccc(NC(=O)c2cc(S(=O)(=O)N3CCCC3)c[nH]2)cc1
    -8	4	3.5	6.7	2	6	-11	-5	2.1
O=C(NCC1CCCN(Cc2ccc3c(c2)OCCO3)C1)c1ccc2c(c1)OCO2 (stereo unspecified)
    -6	10	-0.2	0.1	-19	0	-10	3	-0.2
O=C(O)c1ccccn1
    -6	12	0.2	-0.2	-2	3	.	3	-1.2
Cn1nnnc1SCC(=O)N1CCN(S(=O)(=O)c2ccc(Cl)cc2)CC1
    -13	16	-0.1	0.0	-11	10	-15	-3	-1.1
CCN(CC)CCNC(=O)c1cc(Nc2ccc(OC)c(OC)c2)nc2ccccc12
    0	3	0.1	-0.1	-19	-20	-2	-8	1.6
CC(=O)Nc1ccc(NC(=O)Cn2c(=O)n(-c3ccc(C)cc3)c(=O)c3oc4ccccc4c32)cc1
    1	7	0.0	1.8	-4	-30	-2	-4	0.6
